# High-throughput results from PubChem BioAssay.
# HCV inhibitor – inhibitors of hepatitis C virus infection; Potency, µM (top dose mostly 41.8 µM), without a hit: at the highest dose activity change, negative = inhibition, most hits filed as inhibitors; actives 3.4% (n = 340,000); Huh7.5.1 HCVcc-Cre infection, luciferase reporter, 44 h; AID 651820; note: potency is the fitted concentration of half-maximal effect
#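 Seed cells (1,000/well) for 4 h; treat with compound and infect with HCVcc-Cre, moi about 0.5. Incubate 44 h, then detect luciferase activity.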
# AmpC detergent – inhibitors of E. coli AmpC beta-lactamase with detergent. P00811. AmpC hydrolysis of nitrocefin, absorbance 480 nm, 0.01% Triton. Potency, µM (titrated, usually from 114 µM), without a hit: top-dose activity change, negative = inhibition, hits mostly inhibitors. actives 0.041% (n = 370,000). AID 485294;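 note: potency is the fitted concentration of half-maximal effect; 0% = no-compound wells and -100% = no-enzyme wells; nearly all actives have a fitted effect of over 25% in size; some results filed as inactive show a strong effect at the top dose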
# Target sequence (P00811 whole entry, looked up): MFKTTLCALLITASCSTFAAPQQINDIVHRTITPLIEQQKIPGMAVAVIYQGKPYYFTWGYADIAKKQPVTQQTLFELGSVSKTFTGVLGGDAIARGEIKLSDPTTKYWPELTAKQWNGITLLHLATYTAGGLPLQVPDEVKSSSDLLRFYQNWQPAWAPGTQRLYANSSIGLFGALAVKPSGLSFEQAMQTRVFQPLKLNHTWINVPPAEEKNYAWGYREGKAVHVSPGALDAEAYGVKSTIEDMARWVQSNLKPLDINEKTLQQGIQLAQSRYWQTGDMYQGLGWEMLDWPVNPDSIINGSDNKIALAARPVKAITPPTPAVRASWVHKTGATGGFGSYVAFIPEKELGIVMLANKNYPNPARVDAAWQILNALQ
#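 20 mM phosphate pH 7.0 + 0.01% (detergent screen) or 0.0001% Triton X-100; 5.3 nM AmpC reagent; cpd preinc 15 min RT; nitrocefin (800 uM stock) to start; A480 q20 s × 4 min; Activity was normalised to no-enzyme and no-compound control wells.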
# HCMV antiviral – inhibitors of human cytomegalovirus; HFF cells, HCMV-luciferase reporter, 72 h; stronger effect = lower value; activity change, negative = inhibition, % at 57.5 µM; actives 4.5% (n = 410,000); in the data active = activity change below about -60%; inconclusive = no clear call, values can overlap the other calls; inactive = above about -39%
#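 Steps: HFFs plated, 16 h 37C; compounds added; HCMV-luciferase added to MOI 1 PFU/cell; 72 h 37C; OneGlo reagent, 5 min room temperature; luminescence read, normalized to controls.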
# Giardia FBPA inh – blocks Giardia fructose-bisphosphate aldolase activity; Potency, µM (series often up to 59.6 µM), inactives show top-dose activity, negative = inhibition, usual class: inhibitors; purified Giardia FBPA; actives 0.71% (n = 290,000); A8B2U2; AID 2451; note: potency is the fitted concentration of half-maximal effect; nearly all actives have a fitted effect of over 55% in size
# Target sequence (A8B2U2 whole entry, looked up): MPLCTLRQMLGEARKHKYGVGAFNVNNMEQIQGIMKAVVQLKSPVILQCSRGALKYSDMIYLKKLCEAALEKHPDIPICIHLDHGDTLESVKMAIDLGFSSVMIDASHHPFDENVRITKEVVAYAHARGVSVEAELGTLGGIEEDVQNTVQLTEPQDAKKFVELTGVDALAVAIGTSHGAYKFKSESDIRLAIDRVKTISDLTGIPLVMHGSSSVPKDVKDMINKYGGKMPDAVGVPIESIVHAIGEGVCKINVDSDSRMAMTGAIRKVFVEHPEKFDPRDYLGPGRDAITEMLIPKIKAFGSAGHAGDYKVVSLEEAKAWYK
#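 40 nM FBPA preincubated 10 min at RT with compound (up to 57.5 uM final), then substrate plus GAPDH/TPI/NAD/arsenate coupling and diaphorase/resazurin added. Fluorescence read after 20 min at RT, 525/598 nm.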
# AmpC inh no detg – AmpC beta-lactamase inhibition without detergent | AmpC nitrocefin hydrolysis, absorbance 480 nm, 0.0001% Triton | Potency, µM (titrated, usually from 57.1 µM), for the others: top-dose activity change, negative = inhibition, usual class: inhibitors | actives 0.52% (n = 330,000);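 note: potency is the fitted concentration of half-maximal effect; plate controls were no compound for no effect and no enzyme for full effect; nearly all actives have a fitted effect of over 20% in size; some results filed as inactive show a strong effect at the top dose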
#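 20 mM phosphate pH 7.0 + 0.01% (detergent screen) or 0.0001% Triton X-100; 5.3 nM AmpC reagent; cpd preinc 15 min RT; nitrocefin (800 uM stock) to start; A480 q20 s × 4 min; Activity was normalised to no-enzyme and no-compound control wells.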
# Sm TGR block – S. mansoni TGR enzyme inhibition. Potency, µM (titrated, usually from 114 µM), without a hit: at the highest dose activity change, negative = inhibition, hits mostly inhibitors. Q962Y6. AID 485364. actives 3% (n = 360,000). purified TGR, DTNB reduction, TNB absorbance 405 nm; note: potency is the fitted concentration of half-maximal effect; nearly all actives have a fitted effect of over 60% in size
#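 Kinetic colorimetric format: TGR-catalysed, NADPH-driven DTNB reduction monitored via TNB absorbance. Enzyme dispensed at 20 nM; compound exposure 15 min at room temperature before reaction start.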
# * = called active by the depositor; ? = inconclusive; . = no result given; & = joins results of further samples; [ ] = dose if it differs, or a comment. Unless noted, calls come from the whole dose curve; as a rule, active = well fitted curve in the direction sought with a large enough effect; inconclusive = small, poorly fitted or top-dose-only effect, or another doubt; inactive = no such curve, though single readings can be large; an effect the other way counts as inactive or inconclusive. Unless noted, % is set by controls: 0 for no effect and ±100 for the full control effect.
SMILES,HCV inhibitor,AmpC detergent,HCMV antiviral,Giardia FBPA inh,AmpC inh no detg,Sm TGR block
CSc1ccc(CNC(=O)CCn2c(=O)c3cccn3c3ccc(F)cc32)cc1,.,-0.6%,?,.,.,-8.0%
CCC(Sc1nc2cc3c(cc2c(=O)n1Cc1ccco1)OCO3)C(=O)Nc1ccccc1OC (configuration not stated),?,1.7%,?,3.3%,-11.4%,1.5%
CCOC(=O)N1CCN(S(=O)(=O)c2cc(Br)cc3c2N(C(=O)CC)CC3)CC1,0.0%&10.2%,-0.8%,81.4,3.3%,-13.5%,-0.5%
CCCSc1nc(O)c(CC)c(=O)n1C(C)CC (configuration not stated),-18.6%,5.7%,5.8,-10.0%,-23.7%,3.2%
CCOC(=O)C1=C(CSc2nc(-c3ccncc3)ccc2C#N)OC(N)=C(C#N)C1c1cccnc1 (configuration not stated),6.7%,?,-1.2,-11.0%,67.0%[activator],?
Cc1cccc2cc3c(N)c(C(=O)N4CCCc5ccccc54)sc3nc12,?,?,-66.1*,-5.9%,-8.3%,0.3%
Cc1[nH]c(C)c(S(=O)(=O)N2CCN(c3cccc(C(F)(F)F)c3)CC2)c1C(=O)N1CCCC1,-1.4%,-3.2%,-9.5,.,129.4%[activator],-19.4%
Cc1c(NC(=O)c2ccccc2)c(=O)n(-c2ccccc2)n1C,14.1%,-3.0%,-24.9,6.9%,-16.5%,-1.6%
Cc1ccc(C(=O)NC(=S)Nc2nc(-c3cccc([N+](=O)[O-])c3)cs2)c(Cl)c1,-10.4%,-13.6%,?,-1.4%,-14.8%,6.5%
Cc1ccc(/C=N/NC(=O)c2ccc3nc[nH]c3c2)o1,11.8%,7.8%,-60.4*,-1.6%,-11.4%,-0.8%
CCCOc1ccc2c(C)c(CC(=O)OC)c(=O)oc2c1,?,-9.5%,6.5,-0.3%,0.4%,2.4%
CCN(CC)P(=O)(Nc1ccc(Br)cc1)c1c(C)nn(CCC#N)c1NC(=O)c1ccc(Cl)cc1 (configuration not stated),12.4%,2.9%,-26.8,-0.7%,158.4%[activator],2.3%
Cc1cc(C(C)(C)C)cc(C)c1S(=O)(=O)N1CC(=O)Nc2ccccc21,?,2.3%,?,-1.1%,-25.8%,6.0%
COc1cc(/C=C(/NC(C)=O)C(=O)O)cc(Cl)c1OCc1ccc(Br)cc1,19.5%,-1.5%,0.0,-6.9%,-26.7%,-9.0%
COc1ccccc1CNC(=O)c1cccn1-c1nnc(N2CCCCC2)s1,.,1.4%,0.0,.,.,8.5%

# Record cards, from the list above. Order of screens: HCV inhibitor	AmpC detergent	HCMV antiviral	Giardia FBPA inh	AmpC inh no detg	Sm TGR block
# CCOC(=O)N1CCN(S(=O)(=O)c2cc(Br)cc3c2N(C(=O)CC)CC3)CC1 across the screens: 0.0%&10.2%	-0.8%	81.4	3.3%	-13.5%	-0.5%
# Cc1c(NC(=O)c2ccccc2)c(=O)n(-c2ccccc2)n1C across the screens: 14.1%	-3.0%	-24.9	6.9%	-16.5%	-1.6%

# The list goes on.
SMILES,HCV inhibitor,AmpC detergent,HCMV antiviral,Giardia FBPA inh,AmpC inh no detg,Sm TGR block
CCOC(=O)c1c(C)n(C)c2ccc(OCC(O)Cn3nc(C)c(Br)c3C)cc12 (configuration not stated),?,-5.4%,6.8,-1.0%,112.3%[activator],-5.6%
COC(=O)c1ccc(C2c3c(oc4ccccc4c3=O)C(=O)N2c2nc(C)c(C(=O)OC)s2)cc1 (configuration not stated),.,2.9%,-13.1,.,.,3.0%
CC(=O)Nc1nnc(SCc2ccccc2F)s1,6.9%,2.2%,56.6,0.7%,-16.1%,0.1%
O=C(Nc1ccc(O)cc1)c1ccc(C(=O)c2ccccc2)o1,?,-11.3%,48.8,-7.8%,-28.4%,-0.6%
CCOc1ccc(NC(=O)CN2C(=O)COc3ccc(S(=O)(=O)NC4CCCC4)cc32)cc1,.,3.6%,8.4,.,.,-1.2%
O=c1oc2cc(O)ccc2cc1-c1nc(-c2ccc(Cl)c(Cl)c2)cs1,.,-5.8%,3.8,.,.,-2.0%
Nc1nonc1-c1nc2ccccc2n1Cc1ccc(Cl)cc1,11.8%,?,19.5,-2.6%,-34.3%,-10.0%[11.4 µM]
CCN(CCn1cccn1)C(=O)CC1C(=O)NCCN1Cc1cccc(OC)c1OC (configuration not stated),12.0%,4.5%,16.2,-12.7%,10.6%,-31.5%
CCC(C)(C)c1ccc(OCC(=O)N(C)C)c(C(C)(C)CC)c1,?,1.5%,?,-9.4%,213.5%[activator],.
CCN(CC)c1ccc(-n2c(C)c(C(C)=O)c(C(C)=O)c2C)cc1,-20.4%,-19.0%,-62.6*,-1.2%,23.6%,1.5%
C=CC[C@H](CC(=O)N(CCO)Cc1ccccc1)C(=O)N[C@H](COC(=O)[C@@H](CC=C)CC(=O)OC(C)(C)C)Cc1ccccc1,?,.,29.4,.,199.0%[activator],.
CCCc1ccc(OCCNC(=O)C2CCCCC2)cc1,10.6%,12.4%,22.6,2.0%,62.4%[activator],1.9%
CCn1cc(C(=O)NCc2ccc(Cl)cc2)c(=O)c2cc(S(=O)(=O)N3CCc4ccccc4C3)ccc21,.,2.7%,15.5,.,.,7.3%
CC[C@]12c3[nH]c4ccc(OC)cc4c3CCN1C(=O)C(CC(=O)NC/C=C(\C)CCC=C(C)C)C[C@@H]2C(=O)N1CCN(C(=O)C2CC2)CC1 (some centres not stated),?,.,0.3,.,261.3%[activator],.
Cc1cccc(CN2C(=O)N/C(=C/c3cc(C)n(-c4ccccn4)c3C)C2=O)c1,1.78µM*,-0.6%,-38.5,-4.8%,-10.0%,-28.2%
Fc1ccc(NC(=S)NCc2ccccn2)cc1,6.4%,0.6%,27.4,-12.2%,-13.1%,-11.5%
CCOc1ccc(-c2nnc3sc(COc4ccc(Cl)cc4)nn23)cc1,18.8%,-6.6%,-12.3,0.0%,-13.7%,0.0%
NCCSC1CC(=O)N(c2ccc(F)cc2)C1=O (configuration not stated),12.2%,-5.0%,5.9,?,0.0%,?
COc1ccc(N2CCN(c3ccc(N4C(=O)COCC4=O)cc3[N+](=O)[O-])CC2)cc1,-28.0%,7.1%,-25.4,7.0%,-13.1%,8.1%
Cc1cc2cc(CCNC(=O)c3ccc(S(=O)(=O)N4CCOCC4)cc3)c(=O)[nH]c2cc1C,?,0.6%,.,-0.9%,116.5%[activator],-1.4%
Nn1c(SCC(=O)Nc2c(F)cc(F)cc2Br)nnc1C1CCCCC1,-3.3%,-9.9%,1.4,-9.2%,-3.9%,-17.9%
CCCOc1ccc(CCC(=O)N/N=C/c2ccncc2)cc1,-5.9%,-0.6%,0.0,6.5%,-0.2%,8.3%
Cc1ccc(-c2nnc(NCc3ccccc3)c3ccccc23)cc1,11.2µM*,-1.0%,-32.3,2.8%,-29.4%,0.5%
COc1ccc(NC(=S)N(CCCN2CCCCC2)Cc2cccs2)cc1,-16.8%,-8.2%,?,5.1%,-13.8%,-1.8%
COc1ccc(-c2c(-c3ccc(S(C)(=O)=O)cc3)sc3ccc(OC)cc23)cc1,?,.,20.3,.,-9.6%,.
Cc1ccccc1N/C(SCc1cccc(Br)c1)=C(/C#N)C(N)=O,-25.3%,-0.9%,-68.5*,-24.1%,-18.2%,4.2%
COc1ccc(Nc2ncnc3c2cnn3-c2ccc(C)cc2)cc1Cl,.,7.2%,?,.,.,5.9%
CCNS(=O)(=O)c1ccc(CCC(=O)NCc2cccnc2)cc1,16.2%,-2.2%,?,-1.7%,-5.9%,1.2%
Cc1cc(C(=O)OCC(=O)Nc2ccc(S(N)(=O)=O)cc2)c2ccccc2n1,-5.7%,4.9%,-33.6,-1.5%,-16.2%,1.1%
Cc1ccccc1CNC(=O)Cn1c(=O)c2cccn2c2cccnc21,.,-7.3%,-14.8,.,.,-0.1%
CSc1ccc(NC(=O)Nc2cccn(Cc3ccccc3)c2=O)cc1,3.55µM*,1.0%,-83.9*,-3.0%,-37.6%,2.9%
CC1CCN(CCOCCOc2ccccc2-c2ccccc2)CC1,?,-5.7%,?,-18.5%,42.2%,-5.7%
Cc1ccc(OCc2cc(C(=O)N3CCN(CC(=O)NC(C)C)CC3)no2)cn1,3.1%,?,21.8,-2.3%,-0.6%,-20.8%
CSCc1ccc(C(=O)Nc2cc(C)cc(C)c2)cc1,-16.4%,-12.5%,-3.5,-5.0%,-24.9%,-5.2%
CCc1ccccc1NC(=O)CC(C)n1nc(C)cc1C (configuration not stated),.,22.6%,-6.8,.,.,1.7%
N#CC(C#N)=C1CCc2ccccc2N1,19.1%,-6.3%,0.3,-3.7%,-6.1%,?
CC(C)n1c(=O)c2oc3ccccc3c2n(CC(=O)Nc2ccccc2Cl)c1=O,.,-6.3%,6.4,.,.,1.6%
COc1ccc(N(C)S(=O)(=O)c2c(C)[nH]c(=O)[nH]c2=O)c(OC)c1,11.9%,-8.1%,31.2,2.2%,-16.4%,?

# In the list so far, seven contain an aryl thioether with sulfur outside any ring:
SMILES,HCV inhibitor,AmpC detergent,HCMV antiviral,Giardia FBPA inh,AmpC inh no detg,Sm TGR block
CSc1ccc(CNC(=O)CCn2c(=O)c3cccn3c3ccc(F)cc32)cc1,.,-0.6%,?,.,.,-8.0%
CCC(Sc1nc2cc3c(cc2c(=O)n1Cc1ccco1)OCO3)C(=O)Nc1ccccc1OC (configuration not stated),?,1.7%,?,3.3%,-11.4%,1.5%
CCCSc1nc(O)c(CC)c(=O)n1C(C)CC (configuration not stated),-18.6%,5.7%,5.8,-10.0%,-23.7%,3.2%
CCOC(=O)C1=C(CSc2nc(-c3ccncc3)ccc2C#N)OC(N)=C(C#N)C1c1cccnc1 (configuration not stated),6.7%,?,-1.2,-11.0%,67.0%[activator],?
CC(=O)Nc1nnc(SCc2ccccc2F)s1,6.9%,2.2%,56.6,0.7%,-16.1%,0.1%
Nn1c(SCC(=O)Nc2c(F)cc(F)cc2Br)nnc1C1CCCCC1,-3.3%,-9.9%,1.4,-9.2%,-3.9%,-17.9%
CSc1ccc(NC(=O)Nc2cccn(Cc3ccccc3)c2=O)cc1,3.55µM*,1.0%,-83.9*,-3.0%,-37.6%,2.9%

# Outcome played no part in choosing rows. About 9.9% of those tested had a hit in this group.
